aSyn tox rescue: qHTS of alpha-syn Inhibitors: NCGC Sytravon Library Screen | S. cerevisiae alpha-synuclein toxicity rescue, BacTiter-Glo growth, 24 h | Potency, µM (highest dose often 46.1 µM), for inactives: at the highest dose growth rescue (activation), usual class: activators | 0.02% of 94,000 active; active means well fitted activation curve with a large enough effect; inconclusive means small, poorly fitted or top-dose-only effect; further: 0% is about no effect
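Growth restoration measured by BacTiter-Glo luminescence after 24 hr at 30 deg C; alpha-synuclein yeast, raffinose-pregrown to mid-log, were added at OD600=0.02 in galactose medium onto pinned compounds.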
* hit, by the source's call; ? = inconclusive; & = joins results of further samples; [ ] = another dose, or the depositor's remark. Potency means the concentration at half of the fitted maximal effect.

SMILES	aSyn tox rescue
CCOC(=O)N1CCC(N2Cc3cccc(C(=O)NCC4CCN(CC(C)C)C4)c3C2=O)CC1 (stereo not given)	9%
COc1ccc(-n2nnc(C(=O)Nc3ccccc3F)c2N)cc1	-6%
COc1ccc(Nc2cc(C(=O)NCc3ccccc3)c3ccccc3n2)cc1OC	-3%
CC(C)(C)NC(=O)NC(=O)CN1CCC(Cc2ccccc2)CC1	-5%
CN(C)c1ccc(/C=N/NC(=O)CNC(=O)/C=C/c2ccco2)cc1	-13%
CC(C)Cn1cnc2c1c(=O)n(CC(=O)NC(=O)NC(C)(C)C)c(=O)n2Cc1ccccc1	-3%
COc1ccc2c(CNCc3cccs3)c(C(=O)O)n(Cc3ccccc3)c2c1	5%
Cc1nc(N2CCCC2)ncc1C(=O)NCc1ccccc1Cl	5%
Clc1cccc(N2CCN(Cc3nnc(-c4ccccc4)o3)CC2)c1	3%
COc1ccc(-c2nn(-c3ccc(C)cc3)c3c2cnc2ccc(C)cc23)cc1OC	6%

2 compounds picked at random from those above, as already listed:
SMILES	aSyn tox rescue
COc1ccc(Nc2cc(C(=O)NCc3ccccc3)c3ccccc3n2)cc1OC	-3%
COc1ccc2c(CNCc3cccs3)c(C(=O)O)n(Cc3ccccc3)c2c1	5%

Other records.
SMILES	aSyn tox rescue
Cc1ccc(-n2c(=O)c3ccc(C(=O)NCc4ccccc4Cl)cc3n(CC(N)=O)c2=O)cc1	-6%
CN(C(=O)c1ccc2c(c1)N(Cc1ccccc1F)C(=O)c1ccccc1S2)C1CCCCC1	?
O=C(CN(Cc1ccc(Cl)cc1)C(=O)CN1C(=O)COc2ccccc21)NC1CCCC1	-2%
CCOc1ccc(CC(=O)Nc2c(C(=O)Nc3ccc(OC)cc3OC)oc3ccccc23)cc1	-5%
N#Cc1c(-n2ncnc2-c2cccc(Br)c2)sc2c1CCCCC2	3%
NC(=O)c1ccsc1NC(=O)COC(=O)Cc1c[nH]c2ccccc12	2%
COc1ccc(C(CNC(=O)c2cccc(NS(=O)(=O)c3ccc(C)c(F)c3)c2)N2CCCC2)cc1 (stereo not given)	12%
CN(C)CCCNS(=O)(=O)c1ccc(NC2CCCCCC2)c([N+](=O)[O-])c1	6%
CCOc1cccc2cc(-c3nnc(Nc4ccc(F)c(Cl)c4)s3)c(=O)oc12	3%
O=C(CN(Cc1ccc(F)cc1)C(=O)CCC(=O)Nc1ccccn1)NCc1ccc(F)cc1	5%
COC(=O)c1ccc(Nc2nc(-c3ccc(C)cc3)nc3ccccc23)cc1	-30%[inhibitor]
COc1ccccc1C(CNC(=O)c1ccc(S(=O)(=O)NCc2ccco2)cc1)N(C)C (stereo not given)	-7%
CCN(C(=O)c1c(C)oc2ncn(CC(C)C)c(=O)c12)c1cccc(Cl)c1	-4%
CCN(c1ccc(NC(=O)COC(=O)CCc2nc3ccccc3n2-c2ccccc2)cc1)C(C)C	-9%
CN(CC(=O)Nc1ccccc1Br)c1ncnc2sccc12	5%
CCOc1ccccc1NC(=O)CCCc1nc(-c2ccccc2Cl)no1	3%
CCOc1ccc(-c2nonc2NC(=O)COc2ccc(C)c(C)c2)cc1OCC	-13%
O=C(NCc1ccc(Cl)s1)c1cc(COc2c(F)cccc2F)on1	-7%
Cc1ccc(-c2ccc(=O)n(CC(=O)NCCc3ccccc3)n2)cc1	7%
Cn1nnnc1SCCCNCc1ccccc1OCc1ccc(Cl)cc1	-6%
CCOc1ccc(Cl)cc1CNCCCSc1nnnn1C	-1%
Cc1noc(C)c1C(=O)NNc1cc(Cl)ccc1Cl	6%
Cc1ccc(Cc2c(-c3ccc(Cl)cc3)nc3ccc(Cl)cn23)cc1	-2%
CCc1ccc2oc(C(=O)Nc3nonc3CC)c(C)c2c1	-4%
CCOc1ccc(S(=O)(=O)NC(Cc2cnc[nH]2)C(=O)O)cc1 (stereo not given)	1%
O=c1c2cc(Cl)ccc2[nH]c(=S)n1Cc1cccs1	-1%
CC(C)c1ccc(NC(=O)c2ccc(F)c(S(=O)(=O)N3CCc4ccccc43)c2)cc1	3%
CCN(C(=O)COC(=O)CNS(=O)(=O)c1ccc(C)cc1)C1CCS(=O)(=O)C1 (stereo not given)	3%
COCCN(C(=O)CSc1nnc(-c2ccncc2)n1C)c1c(N)n(CC(C)C)c(=O)[nH]c1=O	4%
CCOc1ccc(NC(=O)CCc2c(C)nc3c4c(C)cc(C)nc4nn3c2C)cc1	-16%

The closing 4 records of the part above open the next one.
SMILES	aSyn tox rescue
CC(C)c1ccc(NC(=O)c2ccc(F)c(S(=O)(=O)N3CCc4ccccc43)c2)cc1	3%
CCN(C(=O)COC(=O)CNS(=O)(=O)c1ccc(C)cc1)C1CCS(=O)(=O)C1 (stereo not given)	3%
COCCN(C(=O)CSc1nnc(-c2ccncc2)n1C)c1c(N)n(CC(C)C)c(=O)[nH]c1=O	4%
CCOc1ccc(NC(=O)CCc2c(C)nc3c4c(C)cc(C)nc4nn3c2C)cc1	-16%
COc1cc(NC(=O)c2csc(-c3ccncc3)n2)cc(C(=O)Nc2cccc(C(F)(F)F)c2)c1	-14%
C[C@@H]1CN([C@H](C)CO)C(=O)c2c(c3ccccc3n2C)-c2ccccc2CO[C@H]1CN(C)Cc1ccc2c(c1)OCCN2C	-4%
O=C(CNC(=S)N(Cc1ccccc1)Cc1cccnc1)NCCc1ccccc1	-6%
CC(=O)c1c(C)[nH]c(C(=O)CN2C(=O)NC(C)(C)C2=O)c1C	7%
CCOc1ccc(NC(=O)[C@@H](c2ccccc2)N2Cc3ccccc3C2=O)cc1	2%
Cc1ccccc1C(C)(O)c1cnc(C)n1Cc1ccccc1 (stereo not given)	4%
CCc1ccccc1NC(=O)c1cc(-c2cccc(O)c2)on1	3%
O=C(Nc1ccncc1)c1cc(-c2cccc(Br)c2)nc2ccccc12	-18%
COc1ccccc1C(=O)NCC(=O)OCC(=O)c1cccc2ccccc12	15%
CC(=O)N1c2ccc(S(=O)(=O)N3CCCC3C(=O)NCc3ccccc3Cl)cc2CC1C (stereo not given)	-32%[inhibitor]
CCOc1ccc(C(=O)CSc2nc3cc(C(=O)NC4CCCC4)ccc3c(=O)n2CC2CCCO2)cc1 (stereo not given)	0%
Cc1ccc(C)c(NC(=O)C(=O)NCCc2csc3nc(-c4ccccc4C)nn23)c1	11%
CCn1nc(-c2ccccc2)c(-c2ccccc2)c(C(=O)Nc2ccccc2C#N)c1=O	1%
COc1cccc(NC(=O)CSc2nnc3ccc(-c4ccccn4)nn23)c1	2%
Cc1ccc(N(CC(=O)N2CCN(c3cc(C)ccc3C)CC2)S(=O)(=O)c2c(C)nn(C)c2C)cc1	15%
COc1cccc(C(C(=O)NC2CCCC2)N(C(=O)c2ccco2)c2ccccc2F)c1OC (stereo not given)	-2%
Cc1cc(C)cc(NC(=O)c2cccc(N3CCCS3(=O)=O)c2)c1	-7%
COc1ccc(C(=O)C2CCCN(C(=O)Cn3nc(C)nc3C)C2)cc1F (stereo not given)	-5%
Cc1n[nH]c(=O)c2c(NC(=O)CSc3nc4ccccc4c(=O)n3-c3ccc(OC(F)F)cc3)oc(C)c12	-6%
CN(C)S(=O)(=O)c1ccc(C(=O)OCC(=O)NCc2ccco2)cc1	11%

Sorted by SMILES length (ascending): part of the list above.
SMILES	aSyn tox rescue
COc1ccc(-n2nnc(C(=O)Nc3ccccc3F)c2N)cc1	-6%
NC(=O)c1ccsc1NC(=O)COC(=O)Cc1c[nH]c2ccccc12	2%
CC(C)Cn1cnc2c1c(=O)n(CC(=O)NC(=O)NC(C)(C)C)c(=O)n2Cc1ccccc1	-3%

Next part
SMILES	aSyn tox rescue
CCOC(=O)c1cc2c(=O)n3ccccc3nc2n(Cc2ccco2)c1=NC(=O)c1ccc(OC)cc1	2%&3%
Cc1ccccc1NC(=O)C1CC(=O)N(Cc2ccccc2)C1 (stereo not given)	-7%
CCc1nc2ccccc2c(C(=O)OCC(=O)N(CCOC)c2c(N)n(Cc3ccccc3)c(=O)[nH]c2=O)c1C	-9%
Cc1ccc(NC(=O)Cn2c(=O)n(Cc3ccccc3)c(=O)c3sc4ccccc4c32)cc1	2%
COc1ccc(C)cc1N(C(=O)c1snc(C(N)=O)c1N)C(C(=O)NC1CCCC1)c1ccc(F)cc1 (stereo not given)	7%
COc1ccc(NC(=O)c2ccc(CNS(=O)(=O)c3ccc4c(c3)C(C)(C)C(=O)N4C)cc2)cc1	-9%
CCc1ccc(C(=O)c2cn(CC(=O)Nc3cc(OC)ccc3OC)c3ccc(Cl)cc3c2=O)cc1	5%
COC(=O)c1ccccc1NC(=O)c1cc2cc(C)ccc2n1C	-9%
Cc1cc(C)cc(NC(=O)CN(C)S(=O)(=O)c2ccc3c(c2)CCC(=O)N3)c1	-10%
COc1ccc(CCNC(=O)CCc2c(C)c3ccc(O)c(C)c3oc2=O)cc1	-8%
O=C(COc1ccccc1F)Nc1c(C(=O)Nc2cccc(F)c2)oc2ccccc12	9%
O=C(CSC1CC(=O)N(CCc2ccccc2)C1=O)Nc1cccc(Cl)c1 (stereo not given)	10%
COc1ccc(NC(=O)c2cc3ccccn3n2)cc1	4%
CCC(=O)N1CCc2cc(CNS(=O)(=O)c3cc(Cl)ccc3OC)ccc21	1%
O=C(Nc1ccc(Cl)c(C(F)(F)F)c1)C(Cc1ccccc1)NS(=O)(=O)c1ccc(Br)s1 (stereo not given)	-5%
COC(=O)C1CCN(S(=O)(=O)CCNC(=O)c2ccccc2)CC1	7%
COC(=O)c1ccc(C)cc1	-1%
Cc1ccc2c(=O)cc(C(=O)Nc3sc4c(c3C(=O)NCc3ccco3)CCCC4)oc2c1C	-2%
O=C(c1nc2ccccc2[nH]1)c1ccccc1[N+](=O)[O-]	11%
Cc1ccc(S(=O)(=O)NC2(C(F)(F)F)C(=O)Nc3c2c(=O)[nH]c(=O)n3-c2ccccc2)cc1 (stereo not given)	-7%
Cc1ccc(S(=O)(=O)N2CCCc3cc(NS(=O)(=O)c4cc(F)ccc4F)ccc32)cc1	-16%
CN(C)c1nc(Nn2cnnc2)nc(N(C)C)n1	5%
Cc1ccc(NC(=O)C(C)Sc2nc3c(c(=O)[nH]2)CCCC3)cc1Cl (stereo not given)	-7%
COc1ccc(C(c2sc3ncnn3c2O)N2CC(C)OC(C)C2)cc1OC (stereo not given)	-6%
CN(C)S(=O)(=O)c1cccc(NC(=S)NCCCn2ccnc2)c1	-5%
COc1ccc(Cl)cc1NC(=O)C(C)N1Cc2ccccc2C1=O (stereo not given)	18%
Cc1ccc(C)c(N2CCN(C(=O)c3cc4cc5ccc(C)cc5nc4o3)CC2)c1	16%
CCOC(=O)c1c(NC(=O)c2cc(=O)c3cc(Cl)ccc3o2)sc(C)c1C	9%
Cn1c(=O)c(=O)n(C)c2cc(N3CCCC3)c(NC(=O)c3ccccc3Cl)cc21	7%
Cn1c(CNC(=O)c2ccc(Cl)cc2)nnc1SCC(=O)NC1=NCCS1	7%
O=C(CN1C(=O)NC2(CCCC2)C1=O)OCCOc1ccc(F)cc1	-36%[inhibitor]
COc1ccc(-c2noc(-c3ccc(N4CCOCC4)c([N+](=O)[O-])c3)n2)cc1OC	5%
Cc1nn(-c2ccccc2)c2c1N(CCCC(=O)NC(C)c1ccccc1)C(=O)CS2 (stereo not given)	4%
CCN(CC)S(=O)(=O)c1ccc2c(c1)N(CC(=O)N1CCN(c3cccc(C)c3C)CC1)C(=O)CO2	-8%
Cc1cc(=O)n2nc(N3CCCC3C(=O)Nc3cccc(Cl)c3C)sc2n1 (stereo not given)	-6%
CCc1ccc(NC(=O)CSC2=Nc3ccccc3C3=NC(CCC(=O)NCc4ccccc4)C(=O)N23)cc1 (stereo not given)	-8%
COc1cc(/C=N/N(C)C)ccc1OC(=O)c1ccco1	-11%
COc1ccc(C)cc1NC(=O)C(=O)NCC1(c2ccccc2)CCCC1	8%
CN(C)S(=O)(=O)c1ccc(Cl)c(NC(=O)CN2CCC(Cc3ccccc3)CC2)c1	-1%
COc1ccc(-c2nc(CN3CCC(C(=O)NCc4ccc(F)cc4)CC3)c(C)o2)cc1OC	1%
Clc1ccccc1Nc1nc(-c2cccnc2)cs1	-12%
O=C(CCNC(=O)c1ccco1)Nc1ccc(Cl)cc1	5%
CCOc1ccc(NC(=O)c2cc(-c3ccc(C)c(F)c3)on2)c([N+](=O)[O-])c1	1%
CN1CCC(NC(=S)NC2CC2)CC1	-6%
O=C(Cn1nnc(-c2ccc(F)cc2)n1)Nc1ccc2c(c1)OCCO2	2%
CC(C)CN(CCCNC(=O)c1cc(=O)[nH]c2ccc(S(=O)(=O)N3CCCCCC3)cc12)CC(C)C	1%
COc1ccc(Nc2nnc(-c3cc4c(ccc5ccccc54)oc3=O)s2)cc1	1%
COc1ccc(NS(=O)(=O)c2ccc(/C=C/C(=O)O)cc2)cc1S(=O)(=O)N1CCOCC1	4%
Cc1oc(-c2ccc(Cl)cc2)nc1CN1CCCC(C(=O)NCCc2ccc(Cl)cc2)C1 (stereo not given)	-17%
CCN1CCN(C(=S)NC(CC(=O)c2ccccc2)c2ccccc2)CC1 (stereo not given)	18%
(more compounds)
SMILES	aSyn tox rescue
COc1ccc(OCc2nc3ccccc3n2Cc2ccc(C(C)(C)C)cc2)cc1	10%
CCn1c(=O)c(=O)n(CC)c2cc(N3CCCCC3)c(NC(=O)c3ccccc3OC)cc21	-3%
O=C(N/N=C/c1cc(O)ccc1Br)c1cccnc1	20%
CCOCCCNC(=O)CCC(=O)NNc1nc2ccccc2c2nc(-c3ccccc3)nn12	-1%&-1%
CCOc1ncccc1C(=O)OCc1c(F)cccc1Cl	0%
CC1CCN(S(=O)(=O)c2cc3c4c(c2)CC(=O)N4CCC3)CC1	-6%
O=C(CSc1ccc(-c2ccccn2)nn1)N1CCCCC1	10%

An excerpt of the results above:
SMILES	aSyn tox rescue
CC1CCN(S(=O)(=O)c2cc3c4c(c2)CC(=O)N4CCC3)CC1	-6%
O=C(CSc1ccc(-c2ccccn2)nn1)N1CCCCC1	10%

This is a subset, so the mix of outcomes need not match the whole.
